Source: PubChem (National Center for Advancing Translational Sciences (NCATS))
ATXN2 expr inh – Primary qHTS for Inhibitors of ATXN expression | Potency, µM (highest dose often 57 µM), for the others: top-dose activity change, negative = inhibition, usual class: inhibitors | HEK-293 ATXN2-luciferase reporter, luminescence, 24 h | AID 1745845, 2022 | hit rate 0.72% among 360,000; further: on the % scale 0 is the no-effect control and ±100 the full control effect; nearly all actives have a fitted effect of over 55% in size
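qHTS (up to 57 uM final) was run with 24 h compound exposure of reporter cells at 37 °C. Each well was multiplexed: SteadyGlo luminescence measured ATXN2-luciferase expression after a fluorogenic Gly-Phe-AFC viability readout (25 uM final).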
Nrf2 activator – qHTS of Nrf2 Activators; AREc32 ARE-luciferase reporter (MCF7-derived line), luminescence, 24 h; Potency, µM (highest dose often 46.1 µM), without a hit: at the highest dose activation, actives largely listed as activators; hit rate 0.31% among 410,000; AID 624171, 2012; further: % of control where 0% means no effect; nearly all actives have a fitted effect of over 65% in size
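Reporter line AREc32 (ARE-Fluc), seeded overnight in OPTI-MEM with 5% FBS; compound pin-transferred, 24 hr at 37 deg C, 5% CO2; luminescent read-out.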
TGFb inhibitor – qHTS for Inhibitors of TGF-b | HepG2 CAGA-GFP TGF-b/SMAD3 reporter, GFP fluorescence, 18 h; TGF-beta stimulated, 500 pg/mL final | Potency, µM (top dose mostly 46.1 µM), for the others: at the highest dose activity, negative = inhibition, hits mostly inhibitors | hit rate 1.2% among 410,000 | AID 588855, 2011; further: on the % scale 0 is the no-effect control and ±100 the full control effect; nearly all actives have a fitted effect of over 65% in size
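HEPG2 CAGA-GFP cells (1000/well, DMEM with 1% FBS) were pre-incubated 2 h at 37 degrees C, given compound by pin tool, then stimulated with TGF-beta at 500 pg/mL final for 18 h before per-cell GFP fluorescence imaging.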
S2 tox – Viability Counterscreen for Primary qHTS for Inhibitors of ATXN expression; S2 cells (HEK-293 line with an ATXN2-luciferase reporter) viability, CellTiter-Fluor protease fluorescence, 24 h; AID 651635, 2014; Potency, µM (highest dose often 56.7 µM), most hits filed as cytotoxic; hit rate 0.49% among 400,000; further: nearly all actives have a fitted effect of over 40% in size
MCF10A rereplic – A quantitative high throughput screen for small molecules that induce DNA re-replication in MCF 10a normal breast cells; MCF 10A DNA re-replication, Hoechst nuclear intensity, 48 h; Potency, µM (series often up to 46.1 µM), for the others: top-dose activity, positive = re-replication, actives largely listed as activators; hit rate 2.9% among 350,000; AID 624296, 2012; further: % of control where 0% means no effect; nearly all actives have a fitted effect of over 50% in size
A549 viability – Nrf2 qHTS screen for inhibitors: counterscreen for cytotoxicity. A549 ARE-Fluc cells, CellTiter-Fluor viability, 18-24 h. Potency, µM (series often up to 46 µM), inactives show at the top dose activity change, negative = cytotoxicity, most hits filed as inhibitors. hit rate 0.16% among 390,000; further: on the % scale 0 is the no-effect control and ±100 the full control effect
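A549 ARE-Fluc cells in 5% FBS OPTI-MEM, 5000 cells/well, rested 2 h then exposed to compounds in concentration-response for 18-24 h at 37 °C. Viability by CellTiter-Fluor fluorescence (Ex 405/Em 525) after 30 min; luciferase luminescence (BugLite, 15 min, RT) read afterwards.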
Nrf2 inh – Nrf2 qHTS screen for inhibitors. A549 ARE-Fluc reporter, luciferase luminescence, 18-24 h. Potency, µM (doses to about 46 µM), without a hit: at the top dose activity change, negative = inhibition, most hits filed as inhibitors. hit rate 2.1% among 360,000; further: on the % scale 0 is the no-effect control and ±100 the full control effect; nearly all actives have a fitted effect of over 60% in size
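Nrf2 function is reported as luminescence of an ARE-controlled luciferase in A549 cells. Compounds were tested at several concentrations, and a CellTiter-Fluor read on the same wells flagged cytotoxicity.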
HepG2 tox – qHTS for Inhibitors of TGF-b: Cytotox Counterscreen | Potency, µM (highest dose often 46.1 µM), for the others: top-dose activity change, negative = cytotoxicity, most hits filed as cytotoxic | hit rate 0.76% among 410,000 | HepG2 CAGA-GFP viability, ATP luminescence, 18 h | AID 588856, 2011; further: some results filed as inactive show a strong effect at the top dose
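HepG2 CAGA-GFP cells (1000/well, DMEM with 1% FBS) received compound, then TGF-beta at 500 pg/mL final, and were incubated 18 hours at 37 degrees C. Viability was read by CellTiter-Glo luminescence. Media-only wells were set as complete cell-killing and DMSO as no toxicity.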
EPAC2 antagonist – qHTS for Antagonist of cAMP-regulated guanine nucleotide exchange factor 2 (EPAC2): primary screen; EPAC2 GEF exchange of Rap1B-BODIPY-GDP, fluorescence; hit rate 0.18% among 360,000; Potency, µM (highest dose often 114 µM), inactives show at the highest dose activity, negative = inhibition, most hits filed as inhibitors; Rap guanine nucleotide exchange factor 4 (Homo sapiens), Q8WZA2; AID 720708, 2013; further: on the % scale 0 is the no-effect control and ±100 the full control effect; nearly all actives have a fitted effect of over 45% in size; many of its hits are not listed in these tables
Target sequence (Q8WZA2 whole entry, looked up): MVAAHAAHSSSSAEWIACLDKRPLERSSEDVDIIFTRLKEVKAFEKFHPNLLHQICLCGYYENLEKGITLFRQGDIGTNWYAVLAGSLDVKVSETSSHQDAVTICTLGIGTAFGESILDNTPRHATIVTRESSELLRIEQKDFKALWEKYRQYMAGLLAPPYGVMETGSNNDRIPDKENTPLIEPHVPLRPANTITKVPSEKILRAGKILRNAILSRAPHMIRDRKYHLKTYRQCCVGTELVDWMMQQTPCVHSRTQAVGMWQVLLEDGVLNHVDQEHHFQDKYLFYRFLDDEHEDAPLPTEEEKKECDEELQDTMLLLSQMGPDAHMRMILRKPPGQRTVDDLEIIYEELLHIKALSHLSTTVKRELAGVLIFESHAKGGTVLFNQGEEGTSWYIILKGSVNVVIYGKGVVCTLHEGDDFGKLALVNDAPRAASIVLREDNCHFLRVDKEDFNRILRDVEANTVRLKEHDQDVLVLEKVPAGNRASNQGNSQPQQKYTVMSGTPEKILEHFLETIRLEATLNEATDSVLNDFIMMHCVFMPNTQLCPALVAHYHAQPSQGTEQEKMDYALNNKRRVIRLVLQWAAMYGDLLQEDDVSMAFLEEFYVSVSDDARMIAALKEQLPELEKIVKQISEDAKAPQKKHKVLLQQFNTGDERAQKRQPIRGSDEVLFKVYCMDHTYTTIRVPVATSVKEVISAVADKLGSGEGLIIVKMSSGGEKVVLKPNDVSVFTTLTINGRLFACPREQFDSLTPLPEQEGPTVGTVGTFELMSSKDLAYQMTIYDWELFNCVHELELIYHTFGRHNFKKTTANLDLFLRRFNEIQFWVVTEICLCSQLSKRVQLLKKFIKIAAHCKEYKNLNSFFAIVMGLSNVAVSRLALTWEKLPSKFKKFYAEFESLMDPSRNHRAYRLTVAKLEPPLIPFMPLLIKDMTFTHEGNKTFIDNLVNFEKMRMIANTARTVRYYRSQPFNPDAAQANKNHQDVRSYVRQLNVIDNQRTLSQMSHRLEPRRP
* hit, by the source's call; & = joins results of further samples; [ ] = dose if it differs, or a comment. The call rests on the fitted dose curve; in most records, active means well fitted curve in the direction sought with a large enough effect; inconclusive means small, poorly fitted or top-dose-only effect, or another doubt; inactive means no such curve, though single readings can be large; an effect the other way counts as inactive or inconclusive. Potency means the concentration at half of the fitted maximal effect. These rows are one share of the data; the hit share may differ from the screen's.

For N=C1c2ccccc2CN1c1ccc(F)c([N+](=O)[O-])c1 the results were ATXN2 expr inh 4%, Nrf2 activator inconclusive, TGFb inhibitor -6%, S2 tox inconclusive, MCF10A rereplic 11%, A549 viability -23%, Nrf2 inh -24%, HepG2 tox 2% and EPAC2 antagonist 0%.
Cc1nn(Cc2ccccc2)c(Cl)c1C(=O)Nc1ccc(OC(F)(F)F)cc1 was read as ATXN2 expr inh -16%, Nrf2 activator -0.2%, TGFb inhibitor -7%, S2 tox inconclusive, MCF10A rereplic inconclusive, A549 viability -1%, Nrf2 inh -23%, HepG2 tox -43% and EPAC2 antagonist 17%.
`O=C1NC(=O)C(=Cc2ccc(-c3ccc(F)cc3O)o2)C(=O)N1` gave ATXN2 expr inh inconclusive, Nrf2 activator 9.3%, TGFb inhibitor inconclusive, S2 tox inactive, MCF10A rereplic inconclusive, A549 viability -1%, Nrf2 inh 6%, HepG2 tox -34% and EPAC2 antagonist 12%.
Screening CCN(CC)C(=O)c1ccc(NC(=O)COc2ccc(-c3nn(C)c(=O)c4ccccc34)cc2)cc1 returned ATXN2 expr inh inconclusive, Nrf2 activator 3.5%&-0.4%, TGFb inhibitor 10µM*, S2 tox inactive, MCF10A rereplic 0%, A549 viability -7%&3%, Nrf2 inh inconclusive, HepG2 tox -13%&-32% and EPAC2 antagonist 0%.
Screening C=CCn1cc(C=C2C(=O)NC(=O)NC2=O)c2ccccc21 returned ATXN2 expr inh -16%, Nrf2 activator 1.9%, TGFb inhibitor inconclusive, S2 tox inactive, MCF10A rereplic 5%, A549 viability 2%, Nrf2 inh -9%, HepG2 tox -21% and EPAC2 antagonist 2%.
`CCOc1ccccc1NC(=O)c1sc2nc3c(cc2c1N)CN(Cc1ccccc1)CC3` gave Nrf2 activator 0.7%, TGFb inhibitor 19%, A549 viability 3%, Nrf2 inh inconclusive and HepG2 tox -14%.
Oc1ccc(Cl)cc1CN1CCN(Cc2ccccc2)CC1 was read as ATXN2 expr inh 0%, Nrf2 activator -0.5%, TGFb inhibitor 1%, S2 tox inactive, MCF10A rereplic inconclusive, A549 viability -2%, Nrf2 inh 2%, HepG2 tox -25% and EPAC2 antagonist -3%.
Screening CC12CC[C@H]3[C@@H](CCC4(O)C[C@H](O)CCC34/C=N/NC(=O)Cc3ccccc3)C1(O)CCC2C1=CC(=O)OC1 (some centres undefined) returned ATXN2 expr inh inconclusive, Nrf2 activator -0.6%, TGFb inhibitor -23%, S2 tox inactive, MCF10A rereplic 16%, A549 viability -25%, Nrf2 inh inconclusive, HepG2 tox -41% and EPAC2 antagonist 1%.
`C=CCn1c(O)c(/C(CC)=N/NC(=S)Nc2ccccc2)c(=O)[nH]c1=O` gave ATXN2 expr inh 21%, Nrf2 activator -0.1%, TGFb inhibitor 4%, S2 tox inactive, MCF10A rereplic -3%, A549 viability -9%, Nrf2 inh 1%, HepG2 tox 10% and EPAC2 antagonist -6%.
For COc1cccc(NP(=O)(Oc2ccccc2)Oc2ccccc2)c1 the results were ATXN2 expr inh -13%, Nrf2 activator -0.4%, TGFb inhibitor 18µM*, S2 tox inactive, MCF10A rereplic 3.3µM*, A549 viability 1%, Nrf2 inh -11%, HepG2 tox -6% and EPAC2 antagonist inconclusive.
CC(C)CN1Cc2cc(-c3ccccc3)ccc2-n2nncc2C1 was read as ATXN2 expr inh 6%, Nrf2 activator 4.2%, TGFb inhibitor inconclusive, S2 tox inactive, HepG2 tox -9% and EPAC2 antagonist -23%.
For CC(C)(C)c1ccc(CN2C(=O)CN=C(c3ccccc3)c3ccccc32)cc1 the results were ATXN2 expr inh inconclusive, Nrf2 activator 2.9%, TGFb inhibitor 11µM*, S2 tox inactive, MCF10A rereplic inconclusive, A549 viability 26µM*, Nrf2 inh inconclusive, HepG2 tox 13µM* and EPAC2 antagonist -20%.
COc1ccc(CCNCc2ccncc2)cc1 was read as ATXN2 expr inh -11%, Nrf2 activator 0.0%, TGFb inhibitor 10%, S2 tox inactive, MCF10A rereplic inconclusive, A549 viability -14%, Nrf2 inh -10%, HepG2 tox -94% and EPAC2 antagonist -8%.
Screening O=C(Cn1ncc2ccccc21)N1CCC2(CC1)OCCO2 returned ATXN2 expr inh 5%, Nrf2 activator 0.1%, TGFb inhibitor -5%, S2 tox inconclusive, MCF10A rereplic -3%, A549 viability -3%, Nrf2 inh 9%, HepG2 tox -7% and EPAC2 antagonist 9%.
CC[N+](C)(CC)CCCCOc1ccc2c(c1)C(=O)c1cc(OCCCC[N+](C)(CC)CC)ccc1-2 was read as Nrf2 activator -0.7%, TGFb inhibitor -3%, S2 tox inactive, MCF10A rereplic -1%, A549 viability 1%, Nrf2 inh 10%, HepG2 tox -1% and EPAC2 antagonist -4%.
For CCN1C(=O)/C(=C/c2ccc3c(c2)CCN3CCCCl)C(=O)NC1=S the results were ATXN2 expr inh 4%, Nrf2 activator 0.7%, TGFb inhibitor 1%, S2 tox inconclusive, MCF10A rereplic -2%, A549 viability -5%, Nrf2 inh 10%, HepG2 tox -24% and EPAC2 antagonist 13%.
`O=C(CCC(=O)N1CCC2(CC1)OCCO2)Nc1nnc(C2CCCCC2)s1` gave ATXN2 expr inh 20%, Nrf2 activator -0.1%, TGFb inhibitor 3%, S2 tox inactive, MCF10A rereplic 5%, A549 viability 1%, Nrf2 inh 16%, HepG2 tox 20% and EPAC2 antagonist 4%.
CC(O)C1C=CC=CC(=O)OC2CC3OC4C5OC5(C)CCC4(COC(=O)C4OC4(C)C(O)CO1)C2(C)C31CO1 (centres undefined) was read as ATXN2 expr inh inconclusive, Nrf2 activator -0.8%, TGFb inhibitor 0.25µM*, S2 tox 0.0067µM*, MCF10A rereplic 0.15µM*, Nrf2 inh 0.23µM*, HepG2 tox 7% and EPAC2 antagonist 16%.
C[C@]12CCC3C(CC[C@H]4CC(O)CC[C@]34C)C1CC/C2=N/NC(=O)c1ccncc1 (some centres undefined) was read as ATXN2 expr inh -34%, Nrf2 activator 0.3%, TGFb inhibitor -4%, S2 tox inconclusive, MCF10A rereplic inconclusive, A549 viability -5%, Nrf2 inh inconclusive, HepG2 tox -28% and EPAC2 antagonist 7%.
For CC(C)CNC(=O)c1c(N)n(Cc2ccc3c(c2)OCO3)c2nc3ccccc3nc12 the results were ATXN2 expr inh inconclusive, Nrf2 activator 0.4%, TGFb inhibitor 16µM*, S2 tox inactive, MCF10A rereplic inconclusive, A549 viability inconclusive, Nrf2 inh inconclusive, HepG2 tox -94% and EPAC2 antagonist -5%.

An excerpt from above in order of heavy-atom count, rising.
For CC(C)(C)c1ccc(CN2C(=O)CN=C(c3ccccc3)c3ccccc32)cc1 the results were ATXN2 expr inh inconclusive, Nrf2 activator 2.9%, TGFb inhibitor 11µM*, S2 tox inactive, MCF10A rereplic inconclusive, A549 viability 26µM*, Nrf2 inh inconclusive, HepG2 tox 13µM* and EPAC2 antagonist -20%.
C[C@]12CCC3C(CC[C@H]4CC(O)CC[C@]34C)C1CC/C2=N/NC(=O)c1ccncc1 (some centres undefined) was read as ATXN2 expr inh -34%, Nrf2 activator 0.3%, TGFb inhibitor -4%, S2 tox inconclusive, MCF10A rereplic inconclusive, A549 viability -5%, Nrf2 inh inconclusive, HepG2 tox -28% and EPAC2 antagonist 7%.
CC(O)C1C=CC=CC(=O)OC2CC3OC4C5OC5(C)CCC4(COC(=O)C4OC4(C)C(O)CO1)C2(C)C31CO1 (centres undefined) was read as ATXN2 expr inh inconclusive, Nrf2 activator -0.8%, TGFb inhibitor 0.25µM*, S2 tox 0.0067µM*, MCF10A rereplic 0.15µM*, Nrf2 inh 0.23µM*, HepG2 tox 7% and EPAC2 antagonist 16%.

Remaining list, next part.
Screening C=CCn1c(O)c(C(CC)=Nc2ccc(N(C)C)cc2)c(=O)[nH]c1=O returned ATXN2 expr inh 3%, Nrf2 activator 8.3%, TGFb inhibitor inconclusive, S2 tox inactive, MCF10A rereplic -6%, A549 viability -2%, Nrf2 inh -20%, HepG2 tox 13% and EPAC2 antagonist 4%.
`COc1ccc(CCNCc2ccc(F)cc2)cc1OC` gave ATXN2 expr inh inconclusive, Nrf2 activator -0.6%, TGFb inhibitor 6%, S2 tox inactive, MCF10A rereplic 5%, A549 viability -4%, Nrf2 inh -47%, HepG2 tox -12% and EPAC2 antagonist 1%.
`Cc1cccc(OP(=O)(NCc2ccccc2)Oc2cccc(C)c2)c1` gave ATXN2 expr inh inconclusive, Nrf2 activator -0.3%, TGFb inhibitor inconclusive, S2 tox inconclusive, MCF10A rereplic inconclusive, A549 viability -9%, Nrf2 inh inconclusive, HepG2 tox -67% and EPAC2 antagonist -26%.
`O=C(NC1CC1)C1CSC(c2cccnc2)=N1` (centres undefined) gave ATXN2 expr inh 4%, Nrf2 activator 0.0%, TGFb inhibitor -25%, S2 tox inactive, MCF10A rereplic inconclusive, A549 viability 3%, Nrf2 inh 6%, HepG2 tox -7% and EPAC2 antagonist 2%.
`O=C(C1CCC(=O)N1C1CCCC1)N1CCC2(CC1)OCCO2` (centres undefined) gave ATXN2 expr inh 1%, Nrf2 activator -0.7%, TGFb inhibitor 34%[activator], S2 tox inactive, MCF10A rereplic 7%, A549 viability -4%, Nrf2 inh 2%, HepG2 tox -2% and EPAC2 antagonist 8%.
Screening O=C1C(=Cc2cn(-c3ccccc3)nc2-c2ccc(OCc3ccc(Cl)cc3)cc2)SC(=S)N1CCS(=O)(=O)O returned ATXN2 expr inh 7%, Nrf2 activator -0.2%, TGFb inhibitor -14%, S2 tox inconclusive, HepG2 tox -14% and EPAC2 antagonist 44%[activator].
CC1=NCCc2c1[nH]c1cc(O)ccc21 was read as ATXN2 expr inh 2%, Nrf2 activator -1.3%, TGFb inhibitor 141%[activator], MCF10A rereplic inconclusive, A549 viability inconclusive, Nrf2 inh 29% and HepG2 tox 0%.
`c1ccc(C2(NC3=NCCO3)CCCCC2)cc1` gave Nrf2 activator -0.1%, TGFb inhibitor 0%, S2 tox inconclusive, HepG2 tox -7% and EPAC2 antagonist 9%.
